HEK293 tox: qHTS of GLP-1 Receptor Inverse Agonists: Cytotox Screen. hit rate 0.13% among 410,000. HEK293 cAMP-luciferase reporter cells, luminescence, 24 h. Potency, µM (titrated, usually from 38.3 µM), inactives show top-dose activity change, negative = inhibition, usual class: inhibitors;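 also: loss of luciferase light is scored as toxicity; potency is read from the fitted curve at half-maximal effect; % is scaled to controls: 0 for no effect and ±100 for the full control effect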
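Seeding density was 200 cells/uL; after overnight-length (12 h) culture, 23 nL compounds went on for 24 h at 37 °C. Readout used a luciferase detection reagent, luminescence taken after 12 min at room temperature.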
GLP1R inv ag: qHTS of GLP-1 Receptor Inverse Agonists (Inhibition Mode). Glucagon-like peptide 1 receptor (Homo sapiens), P43220. HEK293 GLP-1R CRE-luciferase, luminescence, 24 h; GLP-1R form is constitutively active. Potency, µM (doses to about 38.3 µM), inactives show at the top dose activity change, negative = inhibition, usual class: inhibitors. hit rate 1.6% among 410,000. AID 624417, 2012; also: potency is read from the fitted curve at half-maximal effect; % is scaled to controls: 0 for no effect and ±100 for the full control effect; nearly all actives have a fitted effect of over 55% in size
Target sequence (P43220 whole entry, looked up): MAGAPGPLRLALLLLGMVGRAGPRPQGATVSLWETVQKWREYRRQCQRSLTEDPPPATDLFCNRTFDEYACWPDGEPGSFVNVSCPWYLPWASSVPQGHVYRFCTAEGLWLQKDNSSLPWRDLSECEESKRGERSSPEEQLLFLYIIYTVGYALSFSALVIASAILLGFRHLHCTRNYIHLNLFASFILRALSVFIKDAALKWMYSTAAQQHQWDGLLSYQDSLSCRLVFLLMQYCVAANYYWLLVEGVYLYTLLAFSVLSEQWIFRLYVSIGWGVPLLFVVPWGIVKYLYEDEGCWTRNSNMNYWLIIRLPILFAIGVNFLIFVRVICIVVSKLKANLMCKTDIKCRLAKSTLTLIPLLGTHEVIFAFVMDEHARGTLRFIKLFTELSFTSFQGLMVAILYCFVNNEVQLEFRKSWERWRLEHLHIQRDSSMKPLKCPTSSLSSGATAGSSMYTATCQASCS
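Luminescence readout: a drop in cAMP-driven luciferase signal flags inverse agonism at a constitutively active GLP-1R stably expressed in HEK293. Compound exposure lasted 24 hr at 37 deg C, 5% CO2.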
EPAC1 antagonist: qHTS for Antagonist of cAMP-regulated guanine nucleotide exchange factor 3 (EPAC1): primary screen | Rap guanine nucleotide exchange factor 3 (Homo sapiens), O95398 | EPAC1 GEF assay, Rap1b-BODIPY-GDP exchange fluorescence | Potency, µM (highest dose often 115 µM), without a hit: at the highest dose activity change, negative = inhibition, hits mostly inhibitors | hit rate 0.14% among 360,000;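 also: potency is read from the fitted curve at half-maximal effect; plate controls were vehicle for no effect and positive control for full effect; nearly all actives have a fitted effect of over 50% in size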
PLK1 PBD inh: qHTS for Inhibitors of PLK1-PDB (polo-like kinase 1 - polo-box domain): Primary Screen; Serine/threonine-protein kinase PLK1 (Homo sapiens), P53350; Potency, µM, for inactives: max response, negative = inhibition, most hits filed as inhibitors; Plk1 PBD binding of FITC phosphopeptide, fluorescence polarization; hit rate 2.8% among 360,000; also: potency is read from the fitted curve at half-maximal effect; series mostly up to about 57 µM; % is scaled to controls: 0 for no effect and ±100 for the full control effect; nearly all actives have a fitted effect of over 65% in size
Target sequence (P53350 whole entry, looked up, the tested form may be a part): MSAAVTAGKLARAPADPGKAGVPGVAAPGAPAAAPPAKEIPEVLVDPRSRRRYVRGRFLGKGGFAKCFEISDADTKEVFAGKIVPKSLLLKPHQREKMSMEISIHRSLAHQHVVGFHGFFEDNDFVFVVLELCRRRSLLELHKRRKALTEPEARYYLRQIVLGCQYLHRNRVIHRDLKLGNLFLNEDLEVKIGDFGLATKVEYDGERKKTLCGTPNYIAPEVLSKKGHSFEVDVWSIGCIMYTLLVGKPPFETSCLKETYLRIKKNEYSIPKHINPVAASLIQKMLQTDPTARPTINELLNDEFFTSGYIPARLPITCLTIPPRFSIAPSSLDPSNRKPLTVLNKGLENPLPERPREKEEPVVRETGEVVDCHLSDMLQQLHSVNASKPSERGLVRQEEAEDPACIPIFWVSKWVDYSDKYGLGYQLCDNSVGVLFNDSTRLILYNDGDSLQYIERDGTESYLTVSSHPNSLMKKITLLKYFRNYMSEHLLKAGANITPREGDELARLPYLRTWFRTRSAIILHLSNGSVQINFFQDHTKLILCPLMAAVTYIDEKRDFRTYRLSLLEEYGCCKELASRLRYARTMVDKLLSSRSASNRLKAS
PTHR1 ag: qHTS for PTHR1 Agonists: Primary Screen; Potency, µM (titrated, usually from 115 µM), for inactives: at the top dose activation, actives largely listed as activators; Parathyroid hormone/parathyroid hormone-related peptide receptor (Homo sapiens), Q03431; hit rate 0.075% among 410,000; HEK293 GP2 PTHR1 cells, GloSensor cAMP luminescence, 1 h; also: potency is read from the fitted curve at half-maximal effect; nearly all actives have a fitted effect of over 55% in size; some results filed as inactive show a strong effect at the top dose; inactives centre near -15; many of its hits are not listed in these tables
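HEK-293-derived GP2 cells expressing PTHR1 and a GloSensor cAMP reporter, 3,000/well, plated overnight, given luciferin plus IBMX (each 0.5 mM as added) for 1 h at 37 °C, then compound for 1 h at 37 °C. Luminescence was read after 15 min at room temperature.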
EPAC1 agonist: qHTS for Agonist of cAMP-regulated guanine nucleotide exchange factor 3 (EPAC1): primary screen | Rap guanine nucleotide exchange factor 3 (Homo sapiens), O95398 | EPAC1 agonist qHTS, biochemical assay; response scale: 100% = response to 6.5 mM cAMP | Potency, µM (doses to about 154 µM), for the others: at the highest dose activation, usual class: activators | hit rate 0.073% among 360,000 | AID 720707, 2013; also: potency is read from the fitted curve at half-maximal effect; nearly all actives have a fitted effect of over 60% in size
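Fluorescent GDP-exchange assay: 100 nM EPAC1 with 250 nM Rap1B preloaded with BODIPY-GDP and 50 uM GDP; compounds tested as concentration series, 5 min at room temperature, then read every 5 min for 30 min (ex 480/em 540 nm); normalized to 6.5 mM cAMP.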
PI5P4Ka inh: qHTS for Inhibitors of phosphatidylinositol 5-phosphate 4-kinase (PI5P4K) | Phosphatidylinositol 5-phosphate 4-kinase type-2 alpha (Homo sapiens), P48426 | PI5P4Kalpha enzyme, ADP-Glo luminescence, 60 min; active compounds read low | max response, % | hit rate 1.2% among 330,000; active = max response of -50% or lower; inconclusive = between -30% and -50%; inactive = -30% or higher; also: value at the top dose of about 77 µM; % is scaled to controls: 0 for no effect and ±100 for the full control effect
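Controls without substrate or without enzyme flank wells where PI5P4Kalpha converts substrate using 5 microM ATP (final). Incubation lasts 60 minutes at room temperature; ADP formed is read by ADP-Glo luminescence.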
GLP1R ag: qHTS of GLP-1 Receptor Agonists. hit rate 0.007% among 380,000. Glucagon-like peptide 1 receptor (Homo sapiens), P43220. Potency, µM (highest dose often 45.6 µM), for inactives: at the top dose activation, usual class: activators. HEK293 GLP-1R CRE-luciferase, luminescence, 4-6 h; cells express a hypersensitive GLP-1R form; also: potency is read from the fitted curve at half-maximal effect; % of control where 0% means no effect
IL2 activator: qHTS of IL-2 Activators | activation, % (series mostly up to about 46 µM) | hit rate 0.065% among 360,000 | IL-2 activation reporter assay, cell-based qHTS; stimulated with anti-CD3/CD4/CD28 beads; in transgenic mouse T cells; in the data active = activation above about 50%; inconclusive = mostly about 30% to 49%; also: 0% is about no effect
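Screening format: compound pinned onto unstimulated transgenic mouse T cells, 60 min incubation, then anti-CD3/anti-CD4/anti-CD28 bead stimulation for 18 hours at 37 degrees C, followed by EGFP and DsRed detection.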
The depositor's hits bear a star; i = inactive; u = inconclusive; x = not tested or not shown; & = joins results of further samples; [ ] = another dose, or the depositor's remark. Unless noted, calls follow the shape of the dose curve; as a rule, active = well fitted curve in the direction sought with a large enough effect; inconclusive = small, poorly fitted or top-dose-only effect, or another doubt; inactive = no such curve, though single readings can be large; an effect the other way counts as inactive or inconclusive.

Compound	HEK293 tox	GLP1R inv ag	EPAC1 antagonist	PLK1 PBD inh	PTHR1 ag	EPAC1 agonist	PI5P4Ka inh	GLP1R ag	IL2 activator
O=C(NN1C(=O)C2CC=C(Cl)CC2C1=O)c1ccncc1 (configuration not stated)	-7%	0%	2%	-22%	-7%	7%	u	-6%	1.1
Cc1cc(NC(=O)COC(=O)COc2ccc(C(=O)c3ccccc3)cc2)no1	2%	17%	-8%	1%	-12%[57.5 µM]	0%	8	1%	0.1
C=CCn1c(C)cc(-c2csc(NC(=O)C3=COCCO3)n2)c1C	7%	11%	9%	-7%	-10%	-8%	-15	-12%	0.2
Cc1ccc(-c2nn(Cc3ccccc3)cc2/C=C/C(=O)O)cc1C	-1%	-10%	-11%	-7%	-12%[57.5 µM]	4%	0	-9%	0.9
C[C@@H](C(=O)Nc1ccc2ccccc2c1)[C@H]1C[C@]1(C)[C@H](NS(=O)(=O)c1ccc(-c2ccccc2)cc1)c1ccccc1	1%	0%	-9%	-9%	-20%	-5%	2	0%	0.0
NC(=O)c1c(NC(=O)c2ccccc2)sc2c1CCCC2	13%	24%	2%	-14%	-55%[inhibitor]	19%	-3	-2%	-0.1
O=C(C[C@H]1C[C@H](C(=O)N2CCCCC2)[C@@]2(CCc3ccccc3)c3[nH]c4ccc(Cl)cc4c3CCN2C1=O)NCCC1=CCCCC1	7%	13%	10%	-2%	-5%	-13%	-1	0%	0.6
COc1ccccc1N(C)S(=O)(=O)c1ccc(C(=O)NC2CCCCC2)cc1	2%	u	u	1%	i	15%	1	0%	1.4
CCCCn1c(N)c(N(C)C(=O)c2c(C)nn(-c3ccccc3)c2C)c(=O)[nH]c1=O	1%	0%	-22%	-12%	i	-1%	-1	-2%	-0.7
CCCC(=O)Nc1ccc(N2CCN(C(=O)c3ccccc3C)CC2)cc1	-4%	-17%	3%	-4%	-3%[57.5 µM]	-5%	-9	1%	0.0
COCC(=O)N1C[C@H](C)[C@H](OC)CN(C)C(=O)c2cc(NC(=O)Nc3cccc(F)c3)ccc2OC[C@@H]1C	-19%	-3%	-9%	-1%	-28%	9%	-6	x	0.2
Cc1nnc2n1N=CC=C(c1ccccc1)S2	-21%	-10%	-1%	-4%	i	-8%	8	2%	-1.9
FC(F)(F)Oc1ccccc1C(c1nnnn1Cc1ccccc1)N1CCN(C/C=C/c2ccccc2)CC1 (configuration not stated)	-8%	u	-13%	-13%	3%	0%	-1	-1%	-0.4
N#C/C(=C\c1cn(CCOc2ccccc2)c2ccccc12)C(=O)NCC1CCCO1 (configuration not stated)	3%	u	-24%	-13%	i	14%	0	1%	-0.5
Cc1ccccc1/C=C/C(=O)N1CCOCC1	-6%	27%	0%	-11%	i	2%	-1	23%	-0.7
CC(=O)Nc1ccc(C(=O)CN2CCN(c3ccccc3)CC2)cc1	5%	-6%	10%	-16%	-8%	12%	-2	3%	0.2
CCN(CC)S(=O)(=O)c1cccc(C(=O)OCC(=O)c2ccc3c(c2)OCCO3)c1	0%	17%	3%	-7%	-36%[inhibitor]	6%	3	3%	0.3
NC(=O)CSc1nnc(Cc2cccs2)n1C1CCCCC1	2%	0%	9%	-2%	-7%[57.5 µM]	-2%	x	-6%	-1.3
CCCNC(=S)NNC(=O)c1cc(C2CC2)nc2ccccc12	1%	7%	13%	-11%	i	12%	-2	-3%	-3.2
CSc1ccc(S(=O)(=O)N2CCC(C(=O)Nc3ccc(C(N)=O)cc3)CC2)cc1	-1%	15%	-35%	-29%	-7%	-1%	-3	4%	-0.1

New compounds follow
Compound	HEK293 tox	GLP1R inv ag	EPAC1 antagonist	PLK1 PBD inh	PTHR1 ag	EPAC1 agonist	PI5P4Ka inh	GLP1R ag	IL2 activator
CN(C)c1ccc(P(=O)(OC2CCCCC2)C(Nc2ccccc2)c2cccnc2)cc1 (configuration not stated)	13%	7%	-22%	-2%	i	3%	0	0%	2.8
CN(C)c1cccc(CNC(=O)c2csc([C@@H]3O[C@H](CO)[C@@H](O)[C@H]3O)n2)c1	4%	20%	5%	-10%	i	2%	-15	-6%	0.2
CCCOc1ccc(C(C)=O)cc1CSc1nc(O)cc(=O)[nH]1	6%	9%	-4%	-4%	i	3%	-22	0%	0.2
COc1ccc(CNC(=O)c2coc(=O)c3ccccc23)c(OC)c1	1%[7.66 µM]	-3%[7.66 µM]	10%	-1%	-13%	2%	2	0%	1.4
CCOC(=O)c1c(C)[nH]c(C)c1C(=O)COC(=O)[C@@H]1CCCN1S(=O)(=O)c1ccc(Cl)cc1	-2%	0%	-25%	0%	-6%[57.5 µM]	15%	x	-4%	-1.9
COc1ccc2c(CC(=O)NCCN3C(=O)S/C(=C\c4cccnc4)C3=O)coc2c1	-2%[7.66 µM]	-1%[7.66 µM]	5%	-20%	i	4%	-24	0%	-0.9
O=c1c2cn(Cc3ccccc3)c3ccccc3c-2nn1Cc1ccc(F)cc1Cl	-3%	5%	-1%	-2%	-20%	-4%	2	6%	0.3
CCCCNC(=O)CSc1nc2ccccc2nc1Cc1ccccc1	2%	u	x	x	-95%[inhibitor]	x	x	0%	x
CSc1ccc(/C=N/NC(=O)c2ccc3nc[nH]c3c2)cc1	-20%	-4%	6%	1%	-8%	4%	-21	-4%	-0.9
CCOc1ccc(C(=O)CN2CCN(S(=O)(=O)c3ccc(F)cc3)CC2)cc1	5%	-1%	-19%	-9%	-20%	-1%	2	-5%	-2.8
CC1CCc2nc3ccccc3c(C(=O)OCC(=O)N3CCc4ccccc43)c2C1 (configuration not stated)	-10%	10%	-22%	0%	i	0%	-2	-4%	0.3
Cc1nn(-c2ccccc2)c(Cl)c1C(=O)OC(C)C(=O)NC(=O)NC1CCCCC1 (configuration not stated)	63%[activator]	u	-18%	-3%	u	-5%	1	5%	-1.2
Cc1ccc(-c2nc(CS(=O)CC(=O)NCc3ccc(Cl)cc3)c(C)o2)cc1 (configuration not stated)	-20%	u	-6%	-18%	-28%	-9%	12	2%	-1.4
CNc1cc(-n2nc(C)cc2-c2ccccc2)ncn1	6%	-2%	-9%	-4%	-16%	4%	-1	0%	-1.8
COCCNC(=O)C1CCCN(C(=O)c2ccc3ccccc3n2)CC1 (configuration not stated)	2%	28%	5%	-10%	-24%	5%	0	-6%	-0.3
COCCn1c(SCC(=O)N2CCCC2)nc2c([nH]c3ccccc32)c1=O	-7%	33%[activator]	6%	1%	i	-12%	-13	-2%	-1.6
Cc1ccccc1C(=O)NC(=S)NCCc1ccccc1	u	u	1%	-2%	i	7%	1	22%	0.1
O=C(NC1CCCCC1)C(c1cccs1)N(C(=O)Cc1c[nH]c2ccccc12)c1ccc(F)cc1 (configuration not stated)	12%	0%	5%	3%&-7%	8%	0%	3	-7%	-0.4
COc1ccc(C)cc1Nc1n[n+](-c2ccccc2)c(-c2cccc(Cl)c2Cl)s1	7%	u	-8%	-20%	i	-6%	-26	10%	0.1
O=C(Nc1ccccc1)O/N=C/c1ccc(F)cc1	2%	-7%	-14%	-8%	-32%[inhibitor]	2%	-4	2%	-0.4

More records follow:
Compound	HEK293 tox	GLP1R inv ag	EPAC1 antagonist	PLK1 PBD inh	PTHR1 ag	EPAC1 agonist	PI5P4Ka inh	GLP1R ag	IL2 activator
Cc1ccc(-c2cc(C(=O)Nc3cnn(C(C)C)c3)no2)cc1	-5%	4%	3%	-2%	-15%	6%	0	-1%	0.1
COc1ccc(S(=O)(=O)N2CCCC2CNC(=O)C(=O)NCc2ccccc2Cl)cc1 (configuration not stated)	-18%	u	-2%	4%	-6%	9%	2	13%	0.0
COc1ccc(CNS(=O)(=O)c2ccc(F)cc2Br)cc1	2%	3%	-10%	-19%	i	-1%	-1	11%	-0.4
FC(F)(F)c1nc(SCc2ccccc2)n[nH]1	-8%	16%	11%	0%	-8%	0%	-1	0%	-2.1
O=C(Nc1cc(Cl)cc(Cl)c1)C1CCCC1	17%	u	-6%	-7%	-14%	0%	9	12%	-0.7
COc1ccc(-n2ncc3c2CC(C)(C)CC3NC(=O)CN2CCOC2=O)cc1 (configuration not stated)	4%	-38%	u	-7%	2%	-12%	-1	-3%	-4.6
CCOc1cc2[nH]c(=S)n(Cc3ccc(C(=O)NCC(OC)OC)cc3)c(=O)c2cc1OCC	7%	-8%	5%	-1%	-24%	-6%	-2	0%	-0.4
CN(Cc1cccnc1)Cc1cn(Cc2ccccc2)nc1-c1ccc2c(c1)OCO2	3%	u	-16%	-7%	-10%	3%	2	10%	-4.6
COCCn1c(C)cc(C(=O)COC(=O)CNC(=O)c2ccccc2)c1C	-13%	-14%	15%	-7%	i	3%	-3	1%	0.4
C(=C\c1nnc(-c2cccs2)o1)/c1ccccc1	-3%	0%	4%	-6%	-24%	7%	x	-4%	1.0
O=C(C[C@H]1CC[C@H]2[C@@H](COC[C@@H](O)CN2S(=O)(=O)c2ccccc2)O1)N[C@@H]1CCN(Cc2ccccc2)C1	3%	12%	-17%	-13%	i	7%	-8	x	-0.4
O=C(O)c1csc(-c2ccccc2)n1	4%	-8%	-1%	-1%	27%	5%	3	-6%	2.2

Screens deposited in PubChem BioAssay by National Center for Advancing Translational Sciences (NCATS).

Some of the compounds tested; rates above refer to the full screens.
